# Source: PubChem BioAssay
# CHRM4 agonist: CHRM4 agonism in calcium assay | P08173 | CHO-K1 hM4/Gqi5, Fluo-8 calcium fluorescence; vehicle 0%, full acetylcholine response 100% | activation, % at 3 µM | 360,000 compounds, 0.14% hits;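 active means activation above the run mean over all test wells plus 3 SD, cut at about 32% in these data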;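 further: peak over basal fluorescence ratio per well then scaled between controls; 0% = DMSO wells and 100% = acetylcholine at EC100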
# CHRM1 agonist: activates human CHRM1 receptor | CHO-K1 hM1, Fluo-8 calcium fluorescence, agonist mode; 0% DMSO, 100% acetylcholine EC100 | 360,000 compounds, 0.33% hits | P11229 | AID 588814 | activation, % at 3 µM;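 active means activation above the run's mean compound activation plus 3 SD, cut at about 16% in these data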;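 further: peak over basal fluorescence ratio within a 140 s kinetic read after compound addition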
# Target sequence (P11229 whole entry, looked up): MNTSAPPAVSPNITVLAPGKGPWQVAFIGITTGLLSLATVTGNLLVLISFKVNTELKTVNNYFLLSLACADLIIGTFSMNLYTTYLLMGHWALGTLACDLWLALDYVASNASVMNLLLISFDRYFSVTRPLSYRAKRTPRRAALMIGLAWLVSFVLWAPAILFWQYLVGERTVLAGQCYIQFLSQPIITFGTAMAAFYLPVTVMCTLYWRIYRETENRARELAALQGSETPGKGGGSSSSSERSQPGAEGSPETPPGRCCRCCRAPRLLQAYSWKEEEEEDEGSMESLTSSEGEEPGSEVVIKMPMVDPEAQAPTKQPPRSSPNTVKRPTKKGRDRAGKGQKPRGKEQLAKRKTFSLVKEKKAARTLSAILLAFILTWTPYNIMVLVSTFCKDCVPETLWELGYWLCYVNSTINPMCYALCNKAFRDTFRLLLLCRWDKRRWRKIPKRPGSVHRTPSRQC
# CHO parental Ca: counter-screen for OX1R antagonists: effect in parental CHO cells | parental CHO-K1, ATP-induced calcium, Fluo-8 fluorescence | inhibition, % at 5.6 µM | 330,000 compounds, 0.63% hits | AID 463079;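 active means inhibition above that plate's mean sample inhibition plus 3 SD, cut at about 26% in these data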;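 further: 0% = ATP-challenged DMSO wells and 100% = DMSO wells without ATP; some compounds past the cut are filed as inactive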
#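 Test system: parental CHO cells; detection: calcium-sensitive Fluo-8 fluorescence; evaluation: percent inhibition of calcium signal; also added: ATP as calcium-mobilizing challenge; repeats: one well per compound; control set: ATP-challenged DMSO wells low, unchallenged DMSO wells high; compound: single nominal dose of 5.6 µM per compound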
# OXTR potentiator: potentiators of human oxytocin receptor; CHO-OTR cells, Fluo-8 calcium fluorescence, potentiator mode; 0% = oxytocin EC15, 100% = EC100; activation, % at 3 µM; 320,000 compounds, 0.061% hits;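 active means activation above that plate's cutoff, the mean activation of tested compounds plus 3 SD, cut at about 6.6% in these data, passing the limit was not always enough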;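 further: 100% uses oxytocin at 75 nM as the full agonist control; some results filed as inactive read as strong as hits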
# Target sequence (P30559 whole entry, looked up): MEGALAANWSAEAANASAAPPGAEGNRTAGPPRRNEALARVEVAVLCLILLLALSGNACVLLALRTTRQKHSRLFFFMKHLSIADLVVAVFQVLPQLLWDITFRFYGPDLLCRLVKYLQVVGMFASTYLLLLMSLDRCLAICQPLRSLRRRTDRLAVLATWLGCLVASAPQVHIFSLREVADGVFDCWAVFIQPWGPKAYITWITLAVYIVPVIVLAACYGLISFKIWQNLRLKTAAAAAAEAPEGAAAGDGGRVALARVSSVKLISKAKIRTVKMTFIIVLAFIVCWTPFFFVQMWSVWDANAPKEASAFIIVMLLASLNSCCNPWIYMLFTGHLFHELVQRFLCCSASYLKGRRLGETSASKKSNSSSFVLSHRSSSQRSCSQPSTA
#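 Measured by – Fluo-8 calcium dye fluorescence · Test system – human OTR in CHO cells · Dosing – one concentration, 3.0 µM compound · Controls – EC15 oxytocin alone as 0%, 75 nM oxytocin as 100% · Evaluation – normalized max/min fluorescence ratio, % activation · Timing – 6 min pre-incubation, 100 s read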
# CHRM1 antagonist: blocks human M1 muscarinic receptor; inhibition, % at 3 µM; 360,000 compounds, 1.3% hits; P11229; CHO-K1 hM1, Fluo-8 calcium fluorescence, ACh EC80 antagonist; AID 588852;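 active means percent inhibition above its own plate's cutoff, namely the mean of that plate's compound wells plus 3 SD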;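 further: peak over basal fluorescence ratio during 140 s after agonist addition; 0% = ACh EC80 plus DMSO and 100% = DMSO alone without agonist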
# CHO-K1 Ca ag: nonselective activator or artifact in parental CHO-K1 cells; 360,000 compounds, 0.48% hits; AID 602248; Fluo-8 calcium fluorescence; scaled to maximal ATP response, vehicle zero; activation, % at 3 µM; in the data active means activation above about 15%;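 further: untransfected CHO-K1 host cells lacking M1 receptor as counterscreen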
# CHRM1 PAM: potentiates human M1 receptor response to acetylcholine; 360,000 compounds, 0.088% hits; AID 588819; activation, % at 3 µM; CHO-K1 hM1, Fluo-8 calcium fluorescence, ACh EC20; 0% = ACh EC20, 100% = maximal ACh; P11229; in the data active means activation above about 19%, passing the limit was not always enough
# CHO-K1 Ca antag: counter-screen for M1 antagonists: effect in parental CHO-K1 cells | AID 602250 | ATP-induced calcium, Fluo-8 fluorescence | 360,000 compounds, 0.6% hits | inhibition, % at 3 µM;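 active means inhibition above a per-plate cutoff, the plate's mean sample inhibition plus 3 SD, cut at about 24% in these data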;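 further: 0% = DMSO plus EC80 ATP and 100% = DMSO alone without ATP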
# M4 antag: antagonists of human muscarinic M4 receptor (CHRM4); P08173; CHO-hM4 cells, ACh EC80, Fluo-8 calcium fluorescence; inhibition, % at 3 µM; 360,000 compounds, 0.73% hits; AID 624125;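 active means inhibition above its plate's cutoff, the mean inhibition of sample wells plus 3 SD, cut at about 27% in these data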;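 further: 0% = acetylcholine EC80 with DMSO and 100% = DMSO without agonist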
# Numbers without * were called inactive; . = no result given.
SMILES,CHRM4 agonist,CHRM1 agonist,CHO parental Ca,OXTR potentiator,CHRM1 antagonist,CHO-K1 Ca ag,CHRM1 PAM,CHO-K1 Ca antag,M4 antag
CC[C@H]1OC(=O)[C@H](C)[C@@H](O[C@H]2C[C@@](C)(OC)[C@@H](O)[C@H](C)O2)[C@H](C)[C@@H](O[C@@H]2O[C@H](C)C[C@H](N(C)C)[C@H]2O)[C@](C)(O)C[C@@H](C)[C@@H]2N[C@@H](COCCOC)O[C@H]([C@H]2C)[C@]1(C)O,0,-5,-5,-4,-11,-0.1,-3,7,-3
CCOC(=O)NC(=S)Nc1ccc(OC)cc1,0,-2,-1,-10,-6,-0.3,6,-17,-2
CCOC(=O)C1CCCN(Cc2cc(=O)oc3cc(C)c(C(C)C)cc23)C1 (stereo not given),-2,13,-25,-5,-5,-0.9,-1,-2,0
CN=c1scc(-c2ccccc2F)n1/N=C(\C)c1cccnc1,3,-6,-7,-12,5,3.9,-5,-5,-6
CCN1CCN(CCCNC(=O)C2CCN(c3nnc(-n4cccc4)s3)CC2)CC1,0,-5,-1,-14,-15,0.1,7,-5,2
[O-]C(=C(C(=S)Nc1cccc2ccccc12)[n+]1ccccc1)c1ccc2c(c1)OCCO2,0,-9,.,.,21,-0.7,-19,7,5
CCc1ccc(-c2cc(C)no2)cc1S(=O)(=O)N1CCN(c2ccccc2)CC1,1,-2,-20,-4,-5,1.9,3,-21,-10
COc1ccccc1OCCCCN1CCC(C)CC1,2,-10,-3,-3,6,0.5,1,-6,-7
CN(C)c1ccc(CNn2cnnc2SCc2ccccc2F)cc1,1,-10,-9,1,-8,2.1,3,-20,2
O=C(NCc1cccc(F)c1)c1cccc2c1C(=O)c1ccc(N3CCOCC3)cc1S2(=O)=O,8,-2,-6,-2,9,3.0,-9,-6,-7
CCOC(=O)C1CCCN(C(=O)c2ccc(Cl)c(S(=O)(=O)N3CCCCC3)c2)C1 (stereo not given),4,-14,-12,-22,2,1.5,7,2,-2
CC(=O)Nc1ccc(Nc2nc(C)c([N+](=O)[O-])c(Nc3ccccc3)n2)cc1,7,-5,-13,-3,3,3.8,-4,3,-1
O=c1cc(O)c2sc3nc4c(c(C(F)(F)F)c3c2[nH]1)CCCCC4,0,-2,0,-4,-3,-0.3,2,-7,0
CCC(=O)N(c1nnc(SCC(=O)Nc2ccc(N3CCOCC3)cc2)s1)C1CC1,1,-3,-5,0,6,0.4,-1,4,-22
CCn1c(CCC(=O)O)nc2cc(S(=O)(=O)N(C)C)ccc21,1,-7,1,2,-5,-0.3,4,30*,-8
O=C1CCC(C(=O)N2CCCC(N3CCN(c4cccc(C(F)(F)F)c4)CC3)C2)=NN1 (stereo not given),2,-3,-15,-21,-6,0.1,5,-13,-3
COc1ccc(S(=O)(=O)N2CCOC2CNC(=O)C(=O)NCCN2CCOCC2)cc1C (stereo not given),0,-3,-10,4,-7,0.5,6,-3,-6
c1ccc(COc2ncnc3c2ncn3CCCNCC(c2ccccc2)c2ccccc2)cc1,16,-2,.,.,-3,4.3,2,-1,9
Cc1cccc(NC(=O)CCN2CCN(C/C=C/c3ccccc3)CC2)c1,3,-1,4,-14,-20,0.5,-1,-4,-3
Cc1cc(Nc2ccccc2)nn1C(=O)c1ccc(Cl)cc1,1,-8,-11,-9,-2,0.9,3,-5,-1
Cc1sc2nc(CN3CCCCC3)nc(Nc3ccc4c(c3)OCCO4)c2c1C,0,-4,-10,-2,17,0.6,-8,-3,5
CC(C(=O)NCCCn1ccnc1)(c1ccccc1)c1ccccc1,1,-8,-22,0,11,0.5,-15,-7,7
COc1ccc(-c2ccoc2)cc1[C@H]1[C@H]2C=CC[C@@H](C)[C@@H]2C(=O)N1Cc1ccccc1,-1,-3,-38,-6,-3,0.0,3,-23,5
CC(C)Oc1ccc(S(=O)(=O)N2CCOCC2)cc1NC(=O)Cc1cccs1,-1,-1,-16,-15,-10,-0.6,11,3,-7
Cn1c2nc3ccccc3c-2nc2ccccc21,3,-7,.,.,-5,1.4,5,-3,-11
Cc1ccc2[nH]c(C)c(CCN(Cc3cccnc3)C(=S)NC(C)(C)C)c2c1,2,-8,-7,-13,-4,4.2,3,2,-2
O=C(Nc1ccccc1)c1sccc1Oc1ccc([N+](=O)[O-])cc1F,4,-12,-17,-8,11,1.7,-20,0,-7
N#CC1=C(C2CC2)CC(c2ccccc2)C(C#N)=C1N (stereo not given),-1,-4,-15,-18,0,0.2,0,-4,0
Cc1cc(=O)oc2cc(OCC(=O)OCC(=O)Nc3ccccc3Br)ccc12,1,-2,5,-1,-2,1.0,3,-14,3
COc1c(C)cc(Br)cc1C(=O)NC(=S)Nc1ccc(Cl)c(C(=O)O)c1,1,-7,-7,4,-7,0.0,10,-10,-6
COc1ccc(C2C3=C(CC(C)(C)CC3=O)Oc3ncn4nc(-c5ccccc5)nc4c32)cc1 (stereo not given),1,-2,.,.,-13,1.1,4,-14,-13
Cc1cccc(C)c1NC(=O)CN1CCN(C(=O)C2CCC2)CC1,1,-1,.,.,-15,0.1,13,9,-4
COc1cc(/C(C)=N/NC(=O)Cc2c(C)[nH][nH]c2=O)ccc1O,1,-4,-2,-7,-5,0.2,1,-4,-4
CSc1nsc(SCc2ccc(Cl)cc2)n1,-1,-5,-13,0,-7,0.0,7,-6,-5
CC(=O)Nc1ccc(NC(=O)CSc2ccc(-c3ccc4c(c3)OCO4)nn2)cc1,1,-4,0,-9,-7,0.3,4,7,-6
COC(=O)c1c(NC(=O)COc2ccc(Cl)cc2)sc2c1CC(C)(C)NC2(C)C,5,-4,0,-9,1,3.8,3,-10,4
CC(=O)Nn1cc2c(=O)n(C)c(=O)n(C)c2c1,1,-4,-9,-5,-16,3.5,12,-30,-2
COc1cc2oc(=O)cc(CN3CCN(c4ccc(Cl)c(Cl)c4)CC3)c2cc1Cl,1,4,.,.,-10,1.6,-4,-6,-7
CC(C)[C@H](NS(=O)(=O)c1ccccc1)C(=O)Nc1ccccc1N1CCOCC1,1,-3,-15,-1,-7,0.0,7,-16,6
CCN(CC)C(=O)c1cn(CCC#N)nc1-c1ccc(F)cc1,1,-5,-4,-2,-9,-0.5,7,-8,-11
Cc1ccc(S(=O)(=O)N2CCOCC2)cc1C(=O)NC1=NCCS1,3,-5,-13,2,-2,1.0,0,-7,10
CC(C)n1c(C(=O)OCC(=O)NCc2ccc3c(c2)OCO3)cc2occc21,1,-4,-3,-7,-14,2.0,7,-11,-7
COc1ccc(CCNC(=O)CN(C)S(=O)(=O)c2ccc3c(c2)CCC(=O)N3)cc1OC,0,1,2,2,-8,0.0,7,1,-13
COc1cc(NS(=O)(=O)c2ccc(OC)c(OC)c2)cc(OC)c1,4,-2,-11,-5,12,1.3,-4,-20,4
CCOc1cc(CNCc2ccccn2)ccc1OCC(=O)NC1CCCCC1,1,-5,-7,-19,16,-0.2,-7,4,1
CC(=O)N1CCc2c(sc(NC(=O)C3CCCCC3)c2C(N)=O)C1,2,0,-12,-3,-11,0.4,8,-8,-2
Cc1cc(C(=O)CSc2nnc3ccccn23)c(C)n1-c1ccccc1,-1,-10,-7,-10,-14,0.9,5,1,-13
COc1ccc(Cl)cc1NC(=O)c1ccc2c(SCC(=O)O)c3c(nc2c1)CCCC3,0,-4,-9,-4,-10,-0.7,5,-12,-11
COc1ccc(-c2cc(=O)oc3cc(OC(C)C(=O)NCc4ccccn4)ccc23)cc1 (stereo not given),5,-6,-8,-2,-11,1.0,4,21,6
Cc1cc(C(F)(F)F)cc(NNC(=O)NC(=O)c2c(F)cccc2Cl)n1,2,-3,-15,-9,-13,3.0,4,-12,-8
CC(C)CCN1C(=O)c2cccc3c(N)ccc(c23)C1=O,97*,151*,85*,-20,70*,152*,-23,67*,47*
O=C(NCc1cccnc1)c1ccc2c(c1)OCO2,0,-3,-8,4,-11,0.9,8,2,-5
O=C(O)/C=C/c1ccc(S(=O)(=O)N2CCCCCC2)cc1,0,-4,-22,-4,-6,0.0,10,-2,-1
Cc1nc(-c2ccccn2)nc(SCC(=O)c2ccccc2)c1Cl,5,-3,-17,0,-12,3.2,17,-7,-11
NC(=O)CS(=O)(=O)c1nc2ccccc2n1Cc1ccccc1F,0,-1,0,-12,-8,0.1,3,-10,2
Oc1oc(-c2ccccc2)nc1C=NCc1ccncc1,1,-3,11,-18,-4,-0.1,2,-2,-4
COc1ccc(N2CCN(CCC3Oc4cc([N+](=O)[O-])ccc4NC3=O)CC2)cc1 (stereo not given),0,-1,-5,-13,-2,1.7,6,-11,-1
COc1ccc(CN(Cc2ccc(C(=O)O)cc2)C(=S)Nc2ccccc2Cl)cc1OC,1,-6,-9,-7,-8,0.8,6,-10,0
COCCNC(=O)C1CCCN(C(=O)c2ccc(SC(F)(F)F)cc2)CC1 (stereo not given),0,-4,.,.,-8,0.1,2,-10,3
Cc1cccc(C)c1NC(=O)C1c2cccc[n+]2CC(=O)N1Cc1cccs1 (stereo not given),1,-9,-9,1,-8,1.4,14,-10,-8
# Following part
SMILES,CHRM4 agonist,CHRM1 agonist,CHO parental Ca,OXTR potentiator,CHRM1 antagonist,CHO-K1 Ca ag,CHRM1 PAM,CHO-K1 Ca antag,M4 antag
Cc1ccc(C(=O)NCc2ccncc2)cc1S(=O)(=O)Nc1cccc(C)c1C,4,-5,-19,-8,-1,1.3,1,0,-14
CCOC(=O)Cc1csc(NC(=O)CSc2nnc(-c3cccnc3)n2Cc2ccco2)n1,0,-4,-23,-18,-10,0.5,6,2,5
S=C(NCC1CCCO1)N1CCN(c2cccc(Cl)c2)CC1 (stereo not given),11,-5,-6,-20,-8,4.4,14,-10,-7
N#Cc1ccc(CSc2nnc(NC(=O)C3CCCO3)s2)cc1 (stereo not given),3,-4,-9,-3,-8,0.6,4,-10,-9
CCN(CC)C(=O)c1[nH]cnc1C(=O)NC1CCN(C(=O)OC(C)(C)C)CC1,-1,-4,-9,-3,9,-0.2,-3,0,-4
CCOc1ccc(N(C)S(=O)(=O)c2ccc3[nH]cc(C(=O)NCC4CCCO4)c(=O)c3c2)cc1 (stereo not given),1,-3,3,-9,-15,0.8,-3,7,3
CN(CC(O)COc1ccc(S(=O)(=O)N2CCOCC2)cc1)C1CCCCC1 (stereo not given),1,-4,-8,-2,14,0.5,-9,-11,4
CCCC(=O)Nc1cccc(NC(=O)c2cccc([N+](=O)[O-])c2C)c1,4,-7,-8,-9,-16,2.3,4,-9,-3
Oc1ccccc1-c1nc(NCc2ccco2)c2ccccc2n1,-1,-5,-17,-5,-2,0.5,9,14,15

# Compounds shown so far with bromine (2):
SMILES,CHRM4 agonist,CHRM1 agonist,CHO parental Ca,OXTR potentiator,CHRM1 antagonist,CHO-K1 Ca ag,CHRM1 PAM,CHO-K1 Ca antag,M4 antag
Cc1cc(=O)oc2cc(OCC(=O)OCC(=O)Nc3ccccc3Br)ccc12,1,-2,5,-1,-2,1.0,3,-14,3
COc1c(C)cc(Br)cc1C(=O)NC(=S)Nc1ccc(Cl)c(C(=O)O)c1,1,-7,-7,4,-7,0.0,10,-10,-6
